# Compound activity (PubChem)
# MEX-5 binding – MEX-5 zinc finger RNA-binding disruptors – biochemical, C. elegans, fluorescence polarization, MLPCN library, primary screen. Zinc finger protein mex-5 (Caenorhabditis elegans), Q9XUB2. MEX-5/FITC-TCR2 RNA binding; active compounds read low. activity score (negative = inhibition of binding), % at 10 µM. 300,000 compounds, 0.38% hits;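 active = inhibition past about -25% in most replicates, and total fluorescence under double the plate's negative control median, limit read from the data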;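 also: 0% = DMSO and -100% = 5 µM competing unlabeled TCR2 RNA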
# Fam108B counter – mouse Fam108B serine hydrolase inhibitors, primary screen, counter-screen for RBBP9 inhibitor project, biochemical, fluorescence polarization; recombinant Fam108B, FP-Rh probe fluorescence polarization; 300,000 compounds, 0.33% hits; inhibition, % at 9.51 µM; AID 1947, 2009;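 active = inhibition above the screen mean inhibition plus 3 SD, computed separately per campaign, cut at about 18% in these data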;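 also: inhibitors lower polarization as less probe binds the enzyme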
# GLD-1 RNA inh – GLD-1/TGE RNA complex disruptors, primary screen, biochemical, fluorescence polarization; Female germline-specific tumor suppressor gld-1 (Caenorhabditis elegans), Q17339; purified GLD-1 + fluorescein TGE RNA; inhibition, % at 5.96 µM; 320,000 compounds, 0.44% hits;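 active = percent inhibition above a per-plate cutoff, the plate mean of test compounds plus 3 SD, cut at about 30% in these data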;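 also: 0% = DMSO wells with GLD-1 and probe and 100% = wells lacking GLD-1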
# GSTO1 counter – inhibitors of recombinant GSTO1, primary screen, counter-screen for RBBP9 inhibitor project, biochemical, fluorescence polarization; inhibition, % at 5.96 µM; 300,000 compounds, 1.1% hits; AID 1974, 2009; activity-based probe fluorescence polarization; Glutathione S-transferase omega-1 (Homo sapiens), P78417;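 active = inhibition above the campaign mean inhibition plus 3 SD, cut at about 35% in these data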;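 also: 0% = GSTO1-1 with DMSO and 100% = wells lacking GSTO1-1 enzyme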
# PAD4 FP inh – human PAD4 inhibitors, primary screen, biochemical, fluorescence polarization, 1536-well format. Protein-arginine deiminase type-4 (Homo sapiens), Q9UM07. recombinant PAD4, RCA probe fluorescence polarization. inhibition, % at 6.36 µM. 330,000 compounds, 0.41% hits. AID 485272, 2010;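 active = percent inhibition above a cutoff equal to the mean of all tested compounds plus 3 SD, cut at about 15% in these data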;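 also: 0% = PAD4 with RCA probe and DMSO and 100% = probe without PAD4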
# BCLXL inh – inhibitors of human Bcl-xL, primary screen, biochemical, fluorescence polarization, HTS; inhibition, % at 10.9 µM; 320,000 compounds, 0.7% hits; GST-Bcl-xL / FITC-Bim BH3 peptide fluorescence polarization; AID 2129, 2009;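 active = inhibition above the mean of all tested compounds plus 3 SD, cutoff set per campaign, cut at about 30% in these data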;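 also: 0% = DMSO wells and 100% = unlabeled Bim-BH3 peptide competitor; inhibitors lower millipolarization by displacing the labeled peptide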
# Target sequence (Q07817 whole entry, looked up): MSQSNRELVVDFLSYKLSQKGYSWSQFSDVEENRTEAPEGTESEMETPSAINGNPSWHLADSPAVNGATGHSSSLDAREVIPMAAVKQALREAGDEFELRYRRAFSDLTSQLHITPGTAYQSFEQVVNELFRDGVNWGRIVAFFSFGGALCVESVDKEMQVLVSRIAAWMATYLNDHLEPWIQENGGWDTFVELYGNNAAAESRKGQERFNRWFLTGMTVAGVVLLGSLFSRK
# TPT1 inh – Candida albicans TPT1 enzyme inhibitors, primary screen, biochemical, fluorescence polarization | tRNA 2'-phosphotransferase TPT1 (Candida albicans SC5314) | recombinant caTPT1, FP RNA substrate dephosphorylation | inhibition, % at 5 µM | 300,000 compounds, 0.81% hits;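 active = inhibition above the mean of all tested compounds plus 3 SD, set per screening campaign, cut at about 24% in these data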;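 also: plate controls were DMSO alone for no effect and ferristatin control at 100 nM for full effect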
# PME-1 inh – PME-1 inhibitors via competitive probe labeling, primary screen, biochemical, fluorescence polarization, FP-Rh probe, HTS; inhibition, % at 5.9 µM; recombinant PME-1; Protein phosphatase methylesterase 1 (Homo sapiens), Q9Y570; 320,000 compounds, 0.53% hits;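 active = inhibition above the campaign mean of all compounds plus 3 SD, cut at about 26% in these data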;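 also: competitive labeling of PME-1 active site by serine hydrolase directed probe; 0% = PME-1 with DMSO and 100% = wells lacking PME-1 enzyme; inhibitors block probe labeling so polarization falls and inhibition rises; many of its hits are not listed in these tables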
# Target sequence (Q9Y570 whole entry, looked up): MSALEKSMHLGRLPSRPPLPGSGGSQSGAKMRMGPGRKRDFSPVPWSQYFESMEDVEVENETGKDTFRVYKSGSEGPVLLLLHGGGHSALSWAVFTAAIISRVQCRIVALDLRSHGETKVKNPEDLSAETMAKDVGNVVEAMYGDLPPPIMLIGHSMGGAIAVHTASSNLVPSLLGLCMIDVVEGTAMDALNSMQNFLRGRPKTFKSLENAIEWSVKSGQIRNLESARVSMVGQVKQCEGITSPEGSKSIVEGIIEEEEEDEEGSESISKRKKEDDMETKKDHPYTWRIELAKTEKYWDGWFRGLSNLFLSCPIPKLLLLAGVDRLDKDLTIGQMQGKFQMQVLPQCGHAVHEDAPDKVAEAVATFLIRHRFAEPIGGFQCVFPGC
# MCL1-BIM inh – inhibitors of MCL1 binding to BIM-BH3, primary screen, biochemical, fluorescence polarization. GST-MCL1 / FITC-Bim-BH3 fluorescence polarization. inhibition, % at 10.9 µM. 320,000 compounds, 0.68% hits;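 active = inhibition above the mean inhibition of all tested compounds plus 3 SD, set per campaign, cut at about 40% in these data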;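 also: 0% = DMSO wells and 100% = unlabeled Bim-BH3 peptide control; higher means more loss of mP so more displacement of Bim peptide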
# Target sequence (Q07820 whole entry, looked up): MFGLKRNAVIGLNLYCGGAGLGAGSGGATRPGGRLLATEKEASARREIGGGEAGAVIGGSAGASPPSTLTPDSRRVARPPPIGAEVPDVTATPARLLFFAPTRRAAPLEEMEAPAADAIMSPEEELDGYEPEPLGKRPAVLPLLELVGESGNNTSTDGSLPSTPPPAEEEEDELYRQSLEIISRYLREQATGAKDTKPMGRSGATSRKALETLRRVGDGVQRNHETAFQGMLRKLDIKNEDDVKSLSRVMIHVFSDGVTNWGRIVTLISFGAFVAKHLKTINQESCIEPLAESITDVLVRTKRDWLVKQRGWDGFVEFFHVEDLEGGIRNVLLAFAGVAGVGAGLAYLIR
# * hit, by the source's call; x = not tested or not shown. A portion of the library; count on the stated rates, not on these rows.
SMILES,MEX-5 binding,Fam108B counter,GLD-1 RNA inh,GSTO1 counter,PAD4 FP inh,BCLXL inh,TPT1 inh,PME-1 inh,MCL1-BIM inh
COc1ccc(C)cc1NC(=O)C1CCCN(S(=O)(=O)c2ccc(-n3cnnn3)cc2)C1 (configuration not stated),-0.3,0,-3,-8,0,-3,4,-1,-11
C[C@H](NC(=O)N1CCn2c1nc1ccccc12)C(=O)N1CCCCC1,-2.3,4,10,-4,8,7,2,2,8
Cc1ccnc(NC(=O)COc2ccc(Cl)cc2)n1,1.2,0,0,-15,-2,3,-2,-6,2
CCOC(=O)C1(Cc2cccc(F)c2)CCN(Cc2cnc(C)s2)CC1,-4.2,-4,-4,15,-4,4,-2,-10,4
O=C(Nc1ccc(Cl)cc1C(F)(F)F)c1ccc(Cl)cc1,-0.9,-3,13,2,-1,-5,4,-2,-4
CCCCn1cnc2c1c(=O)n(CC(=O)c1cc(C)n(C)c1C)c(=O)n2CC(C)C,1.1,5,6,-2,8,2,-6,1,-1
Cc1cccc(N2CCN(S(=O)(=O)c3c(C)[nH]c(C)c3C(=O)N3CCCC3)CC2C)c1 (configuration not stated),0.3,5,11,-3,-5,7,-2,0,12
Cc1ccc(S(=O)(=O)N2C(=O)CCC2C(=O)Nc2ccc3c(c2)OCCO3)cc1 (configuration not stated),3.8,-1,3,0,0,3,-2,3,5
NC(=O)c1c(NC(=O)c2cccnc2Cl)sc2c1CCCC2,-0.1,5,7,1,3,6,-1,-7,-3
Cc1cc(C)nc(SCc2cc(=O)c(OC(=O)c3ccc(Br)o3)co2)n1,-2.8,3,5,15,1,-1,0,1,4
O=C(CN1CCCCC1)N1CCN(S(=O)(=O)c2ccccc2)C1,-1.2,-3,0,-6,-4,8,-1,1,5
Cc1cc(C)c(S(=O)(=O)c2ccccc2C)c(OCCN(C)C)n1,-0.2,1,-3,5,-2,2,-1,5,-7
Cc1cccn2c(=O)c(C(=O)NC3CCCCC3C)c(O)nc12 (configuration not stated),2.1,-2,2,-2,-5,4,2,-6,6
O=S(=O)(c1ccc(Oc2ccc(Cl)cc2)nc1)N1CCOCC1,0.1,5,15,-13,-4,10,1,-1,2
COc1ccc(Nc2cc(C(=O)NCc3ccco3)c3ccccc3n2)c(OC)c1,3.3,7,0,4,-5,-1,1,0,8
Cc1ccccc1C(=O)NN1CCOCC1,-1.6,-2,-1,3,-5,3,-4,5,5
CN(C)C(=S)NC(=O)C12CC3(C)CC(C)(CC(C)(C3)C1)C2,0.6,-1,5,5,1,-2,-2,2,2
Cc1ccc(-n2nc(CC#N)c(C#N)c2N)cc1Cl,1.1,1,-5,-2,-4,1,11,-5,-4
COc1ccc(C(=O)NCC(C)NC(=O)c2ccc(OC)c(Br)c2)cc1Br (configuration not stated),1.4,-1,6,3,0,-5,2,-4,-5
COc1ccccc1CNC(=S)Nc1cc(C)ccc1C,0.0,-2,4,0,-2,3,-3,7,13
CC1CC(C)CN(S(=O)(=O)c2ccc(NC(=O)CCNC(=O)c3ccc([N+](=O)[O-])cc3)cc2)C1 (configuration not stated),x,x,1,x,0,-1,x,-2,-12
CN(C1CCS(=O)(=O)C1)S(=O)C12CC3CC(CC(C3)C1)C2 (configuration not stated),0.3,4,0,-1,-2,7,1,5,9
C=CCNC(=O)c1onc(CSc2ccncc2)c1C(=O)NCC=C,0.6,-4,6,2,-1,4,3,0,7
O=C(Nc1ccc(F)cc1F)C1CCCN(c2ncnc3c2nc2n3CCCCC2)C1 (configuration not stated),-1.3,-1,-1,-3,1,-1,-3,-5,0
Cn1c(=O)[nH]c(=O)c2c1nc(N1CCc3ccccc3C1)n2CCSc1nc2ccccc2s1,-0.1,-3,-2,1,-2,2,0,3,6

# Quoted from the listing:
# `COc1ccc(C(=O)NCC(C)NC(=O)c2ccc(OC)c(Br)c2)cc1Br` (configuration not stated) | Fam108B counter = -1
# `CCCCn1cnc2c1c(=O)n(CC(=O)c1cc(C)n(C)c1C)c(=O)n2CC(C)C` | TPT1 inh = -6

# (cont.)
SMILES,MEX-5 binding,Fam108B counter,GLD-1 RNA inh,GSTO1 counter,PAD4 FP inh,BCLXL inh,TPT1 inh,PME-1 inh,MCL1-BIM inh
COC(=O)c1[nH]c2ccc(C)cc2c1NC(=O)CN1CCN(Cc2ccccc2)CC1,-0.7,0,-2,7,-2,-10,-2,9,-20
O=C(NCc1ccccn1)C(C(=O)c1cccc([N+](=O)[O-])c1)n1cc(Cl)ccc1=O (configuration not stated),1.5,2,-2,13,-2,5,-2,-1,8
CN1CCN(c2nc3cc(C(F)(F)F)ccc3n3cccc23)CC1,2.2,-2,-6,3,-2,-4,2,-4,-5
CN(CC(=O)Nc1cccc(F)c1)C(=O)C1CCN(C(=O)c2ccc(Cl)cc2)CC1,x,x,2,x,4,5,x,1,5
O=C(O)CC(NC(=O)c1ccc2c(c1)OCO2)c1cccc([N+](=O)[O-])c1 (configuration not stated),-0.9,-1,0,-4,-9,1,0,-1,0
O=C(O)CC1NC(=O)N(C2CCCCC2)C1=O (configuration not stated),0.1,4,10,0,-5,-2,2,-1,1
O=C(COc1ccccc1[N+](=O)[O-])OC1CCS(=O)(=O)C1 (configuration not stated),0.0,3,8,2,-4,2,-6,-3,2
OCCOCCOCCn1c2ccccc2c2ccccc21,0.7,-2,1,7,-3,2,3,-4,-4
Cc1cccc(N2CCN(S(=O)(=O)c3c(C)nc4scc(C)n4c3=O)CC2)c1C,1.1,0,-4,-1,-7,2,0,0,3
COc1ccc(COc2ccc(C3C(S(=O)(=O)c4ccccc4)CON3C)cc2OC)cc1 (configuration not stated),-0.4,8,-6,2,0,0,3,4,-3
O=[N+]([O-])c1cc(-c2ccc(C(=S)N3CCOCC3)o2)ccc1Cl,-1.5,6,19,16,-14,37*,-11,6,43*
CCOC(=O)C1=C(N)OC2=C(C(=O)CC(C)(C)C2)C1c1ccc(C)s1 (configuration not stated),-2.0,4,-9,9,-1,2,2,-3,-1
COc1ccc(OC)c(CCNC(=O)c2ccc(CS(=O)Cc3cccc(Cl)c3)o2)c1 (configuration not stated),0.6,0,0,6,-2,-1,-3,4,3
COc1ccc(N(C)C(=O)c2oc(=O)c3ccccc3c2-c2ccc(C)cc2)c(OC)c1,-1.0,-2,-1,7,-2,4,1,5,4
COCCn1c(C)cc(C2=NNC(=Nc3ccc(Cl)cc3Cl)SC2)c1C,-1.0,4,-4,-6,0,9,3,0,12
CCOC(=O)c1c(N)sc(C(=O)N2CCCCCC2)c1C,-0.5,5,1,-3,-2,5,-3,-3,-1
Cc1cc([N+](=O)[O-])nn1CC(=O)Nc1nccs1,1.5,5,-1,5,1,2,-3,4,8
O=c1oc2ccccc2c(O)c1Cc1cc(Cl)c2cccnc2c1O,2.5,15,13,-41,1,9,-4,6,16
Cc1ccc(CSCC(=O)N(C)CC(=O)Nc2cccc(F)c2)cc1,-0.2,0,-6,10,0,3,1,0,1
CSc1nc2c(c(=O)n1-c1ccc(F)cc1)SCC2,-4.7,6,2,0,4,4,2,1,3
COc1ccc(OCc2cc(C(=O)N3CCCC(O)C3)no2)c2ccccc12 (configuration not stated),1.1,1,6,7,3,0,2,4,0
COc1ccc(-c2nc(/C=C3\C(C)=Nc4ccccc43)c(O)o2)cc1,-0.8,6,-102,1,-5,-1,95*,-31,-11
COc1ccc(C2CC(c3cccs3)Nc3nnnn32)cc1 (configuration not stated),1.8,5,-5,7,1,-2,1,2,-6
COCCn1c(SCC(=O)Nc2ccc3[nH]c(=O)[nH]c3c2)nc2ccccc2c1=O,1.1,-1,1,-34,-3,2,4,0,1
CC(=O)N1c2ccc(S(=O)(=O)N(C)CC(=O)NC3CCCC3)cc2CC1C (configuration not stated),-3.3,1,-1,1,0,2,0,4,6
SMILES,MEX-5 binding,Fam108B counter,GLD-1 RNA inh,GSTO1 counter,PAD4 FP inh,BCLXL inh,TPT1 inh,PME-1 inh,MCL1-BIM inh
O=C(O)/C=C/C(=O)NCCc1ccc(Cl)cc1,-0.4,-6,7,-2,0,1,3,3,8
O=C(NCCc1ccccc1)C(c1cccs1)N(C(=O)c1csnn1)C1CC1 (configuration not stated),-2.3,-3,7,1,-3,14,-3,-2,4
COc1ccc(-c2nnn(CC(=O)N(CCCN3CCOCC3)C(C(=O)NC3CCCC3)c3ccc(C)o3)n2)cc1 (configuration not stated),-0.4,1,10,0,-1,1,-4,-5,8
CCCCC(O)(CCN1CCOCC1)c1ccc(Cl)cc1 (configuration not stated),0.7,3,6,-8,-4,2,-3,5,2
COc1ccccc1C(=O)NNC(=O)c1sccc1-n1cccc1,0.9,3,3,5,-10,5,4,-7,1
CC(=O)N(C(C)=O)c1ncc2c([nH]c3ccccc32)c1C#N,0.3,-3,2,-3,0,4,1,3,7
Cc1ccccc1-c1nnc(-c2ccccc2)o1,2.4,0,3,-4,-3,-2,-7,-4,2
Cn1nnnc1Sc1ncnc2scc(-c3ccc(Cl)cc3)c12,x,x,6,x,11,6,x,7,5
CCC1Oc2ccccc2N(CC(=O)NCCCN2CCCCC2CC)C1=O (configuration not stated),-2.0,-4,-4,4,-2,-5,2,-2,-1
COc1ccc(C2/C(=C(/O)c3ccc(Br)cc3)C(=O)C(=O)N2C)cc1OC (configuration not stated),-2.2,-4,6,-3,-4,-1,0,-4,-6
CCc1ccc(NC(=O)C(=O)N/N=C(\C)CC(=O)Nc2ccc(OC)cc2)cc1,-2.7,1,1,4,-3,-4,2,-4,0
COc1ccc(CCC(C)NCC2CCCCC2)cc1 (configuration not stated),0.9,2,4,4,2,0,1,1,5
CC(=O)c1nn(-c2cccc(C)c2)cc1C(=O)c1cccc(Br)c1,0.4,0,4,2,0,2,2,-3,-3
CCCC1CCC(=NNC(=O)OC(C)(C)C)CC1 (configuration not stated),0.3,-1,-4,4,0,1,2,4,7
CCS(=O)(=O)C1=NSC2=NC(=O)/C(=C\c3cc(C)n(-c4cccc(OC)c4)c3C)C(=N)N21,-6.2,-9,0,-6,3,1,-2,-8,-7
COc1ccc(-n2c(=S)[nH]c3cc(C(=O)NCCCN4CCCC4=O)ccc3c2=O)cc1OC,-1.3,-1,12,2,-4,3,-2,-4,9
COc1ccc(/C=C/c2c(-c3cccc(C)c3)oc3ccc(-c4ccc5c(c4)OCO5)cc23)cc1,2.4,2,-5,2,-1,2,-4,-2,0
O=C(COC(=O)c1cc(S(=O)(=O)N2CCCCC2)ccc1N1CCOCC1)NC1CCCCC1,-1.2,-2,-6,-2,-5,1,2,1,-6
O=C1COC(c2ccccc2)=CN1Cc1ccccc1,1.0,1,1,-2,-5,1,0,-2,-4
CC(=O)c1ccc(OCC(=O)OCc2cc(-c3ccco3)on2)cc1,x,x,2,x,1,7,x,-1,3
Cc1[nH]c2ccc(C(=O)NCC(C)(C)N3CCOCC3)cc2c1C,1.9,-1,2,-1,4,0,1,-1,1
CCOC(=O)c1[nH]nc(N)c1NC(=O)c1ccc(Cl)cc1Cl,-2.9,-4,-3,-15,-3,-4,3,0,2
